IMPase inh – membrane-permeable compound that blocks inositol monophosphatase; P97697; CHO-M1 cells, IP1 accumulation, HTRF TR-FRET ratio; inhibition (IP1 accumulation), % at 46.1 µM; 120,000 tested, under 10 active; AID 901; active = well fitted curve in the direction sought with a large enough effect in the signal ratio, not every such curve was filed as active; inconclusive = small, poorly fitted or top-dose-only effect, or a change in a side signal; inactive = no such curve, though single readings can be large or run the other way; the % refers to the signal ratio;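 also: cells stimulated with carbachol in lithium chloride buffer; plate controls were DMSO basal wells for no effect and reference inhibitor wells for full effect; higher means more IMPase inhibition seen as more IP1 and lower FRET ratio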
Target sequence (P97697 whole entry, looked up): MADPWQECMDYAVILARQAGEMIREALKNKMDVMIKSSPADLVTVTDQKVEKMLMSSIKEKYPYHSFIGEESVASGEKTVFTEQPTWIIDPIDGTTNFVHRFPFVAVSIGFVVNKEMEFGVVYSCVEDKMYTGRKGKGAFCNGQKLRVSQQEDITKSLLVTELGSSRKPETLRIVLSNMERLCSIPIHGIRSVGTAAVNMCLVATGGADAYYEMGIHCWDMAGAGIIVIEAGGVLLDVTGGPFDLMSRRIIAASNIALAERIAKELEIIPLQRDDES
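Carbachol-driven Gq signalling in CHO-M1 cells (2000/well) generates IP1. Compounds that block IMPase raise IP1 and so reduce the FRET signal from Eu-anti-IP1 and d2-IP1 after a 10 min room-temperature lysis.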
15-hLO-2 inh – 15-hLO-2 (ALOX15B) enzyme inhibition | Potency, µM (series often up to 57.1 µM), inactives show top-dose activity change, negative = inhibition, most hits filed as inhibitors | 110,000 compounds, 0.56% hits | O15296 | AID 881 | purified 15hLO-2, xylenol orange hydroperoxide absorbance; also: potency is read from the fitted curve at half-maximal effect; nearly all actives have a fitted effect of over 60% in size; many of its hits are not listed in these tables
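Purified human 15hLO-2 (50 nM) preincubated 15 min with compound, then 45 uM arachidonic acid for 90 min at RT in 25 mM Hepes pH 7.5, 0.01% Triton X-100. Hydroperoxide detected by Fe-xylenol orange; 573/405 nm absorbance ratio.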
12-hLO inh – inhibitors of human 12-lipoxygenase (ALOX12); Potency, µM (top dose mostly 57.1 µM), for the others: at the highest dose activity change, negative = inhibition, actives largely listed as inhibitors; P18054; AID 1452; purified 12-hLO, xylenol orange hydroperoxide absorbance; 150,000 compounds, 0.12% hits; also: potency is read from the fitted curve at half-maximal effect; nearly all actives have a fitted effect of over 55% in size; many of its hits are not listed in these tables
Target sequence (P18054 whole entry, looked up): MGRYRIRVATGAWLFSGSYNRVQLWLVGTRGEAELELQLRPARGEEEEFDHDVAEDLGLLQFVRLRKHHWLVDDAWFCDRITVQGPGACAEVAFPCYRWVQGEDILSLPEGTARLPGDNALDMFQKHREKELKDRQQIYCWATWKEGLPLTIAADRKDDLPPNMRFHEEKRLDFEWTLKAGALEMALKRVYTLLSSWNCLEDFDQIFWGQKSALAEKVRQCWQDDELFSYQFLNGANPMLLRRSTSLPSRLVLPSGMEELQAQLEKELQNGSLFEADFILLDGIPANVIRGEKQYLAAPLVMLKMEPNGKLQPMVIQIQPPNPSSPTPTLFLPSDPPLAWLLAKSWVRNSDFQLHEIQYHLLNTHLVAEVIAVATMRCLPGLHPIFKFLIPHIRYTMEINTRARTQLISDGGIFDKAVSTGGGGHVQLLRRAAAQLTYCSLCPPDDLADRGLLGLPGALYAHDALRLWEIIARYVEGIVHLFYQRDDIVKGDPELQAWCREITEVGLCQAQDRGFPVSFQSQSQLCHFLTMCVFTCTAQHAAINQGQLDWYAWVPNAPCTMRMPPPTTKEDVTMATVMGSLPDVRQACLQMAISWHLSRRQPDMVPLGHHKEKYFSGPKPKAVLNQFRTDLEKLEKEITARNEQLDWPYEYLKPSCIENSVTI
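Hydroperoxide formation by human 12-lipoxygenase from 40 uM arachidonic acid was followed colorimetrically via ferric-xylenol orange complex, using the 573/405 nm absorbance ratio. Enzyme concentration was 150 nM, with 30 min reaction at room temperature.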
PNC assembly inh – perinucleolar compartment assembly inhibition | PC3M PTB-GFP, PNC prevalence imaging, 16 h; hits give low values | activity change (PNC), negative = inhibition, % at 10 µM | 140,000 compounds, 3.1% hits | AID 2417;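 active = readout at or below -70, meaning at least 70% loss of cells showing the perinucleolar compartment, a nuclear body marking cancer cells; inconclusive = readout between -30 and a set limit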;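 also: plate controls were DMSO wells for no effect and camptothecin positive control wells for full effect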
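PC3M cells stably expressing PTB-GFP, 750–1000 cells/well, treated 16 h at 37 °C with compound (23 nl of library stock), in duplicate. After paraformaldehyde fixation and Hoechst stain, imaged at 20x; PNC prevalence scored by image analysis.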
Numbers without * were called inactive; ? = inconclusive; . = no result given; & = joins results of further samples; [ ] = dose if it differs, or a comment. Unless noted, calls follow the shape of the dose curve; as a rule, active = well fitted curve in the direction sought with a large enough effect; inconclusive = small, poorly fitted or top-dose-only effect, or another doubt; inactive = no such curve, though single readings can be large; an effect the other way counts as inactive or inconclusive. Unless noted, % is scaled to controls: 0 for no effect and ±100 for the full control effect.

SMILES | IMPase inh | 15-hLO-2 inh | 12-hLO inh | PNC assembly inh
CC(=O)Nc1ccc(Nc2ncnc3c2cnn3-c2cccc(C)c2)cc1 | -9 | 11% | -6% | 16
COC(=O)[C@@]1(Cc2ccc(F)cc2)[C@H]2c3cc(C(=O)N4CCCC4)n(CCc4ccc(O)c(O)c4)c3C[C@H]2CN1C(=O)c1ccccc1 | . | ? | -20%&-24% | 48
O=C1OCCN1C(=O)[C@H]1[C@H](c2ccc(F)cc2)C(c2ccccc2)=NN1c1ccc(Br)cc1 | . | -16%[0.0915 µM] | -9%[0.00818 µM] | .
COc1cccc(OCC(O)CN(CCO)Cc2ccccc2)c1 (stereo not given) | 9 | 0% | -4% | ?
COc1ccc(OC)c(C(=O)COC(=O)c2c(OC)cccc2OC)c1 | 2 | 2% | -3% | -22
NCC1O[C@@H](O[C@H]2C(O)C(O[C@@H]3C(O[C@H]4OC(CO)C(O)C(O)C4N)C(N)CC(N)[C@H]3O)O[C@@H]2CO)C(N)C(O)C1O (stereo not given in full) | . | 4% | 1% | .
CCC1=Nc2ccc(Br)cc2C(c2ccccc2)N1CC(=O)OC (stereo not given) | 5 | 25% | 14% | 14
CCCN1CCc2[nH]c(=S)[nH]c(=O)c2C1 | -9 | . | -4% | 10
CCOC(=O)c1sc(NC(=S)NC(=O)CC(C)C)cc1C | -8 | -15% | -20% | ?
CC(=O)C1=C(C)N(CC2CC2)C(=O)N[C@H]1c1cccs1 | . | . | 0% | 30
CCOC(=O)CCn1cc(F)c(=O)n(Cc2ccccc2)c1=O | 19 | -4% | -6% | 21
COc1ccc(/C=C/C(=O)NC(=S)NNC(=O)c2ccco2)cc1 | -8 | . | -8% | 61
O=C(CNS(=O)(=O)/C=C/c1ccccc1)OCC(=O)N1CCC(Cc2ccccc2)CC1 | -2 | -2% | -2% | -107*
COc1ccc(Cn2nnnc2C(C(C)C)N(Cc2ccco2)Cc2cccs2)cc1 (stereo not given) | 10 | -9% | -15% | -5
CC(=O)Nc1ccc(Cc2ccncc2)cc1 | 1 | 1% | 3% | 18
O=C1CC(SCCO)C(=O)N1c1ccccc1 (stereo not given) | -11 | 1% | 0% | -27
CC(C)C(=O)Nc1cccc(NC(=O)c2ccc(Cl)cc2Cl)c1 | . | . | -4% | ?
O=C(NN1C(=O)c2ccccc2C1=O)C1CC2CCC1C2 (stereo not given) | . | . | -1% | ?
c1ccc(-c2ccccc2OCCn2cncn2)cc1 | -2 | 6% | -3% | ?
CCCn1nnnc1SCC(=O)NCc1ccccc1 | 0 | -2% | -1% | ?
CC(=O)N/C(=C\c1ccccc1)C(=O)OCC(=O)NC1CCCC1 | -7 | . | 2% | 28
CCCCCOc1ccc(Cl)cc1CN1CCOCC1 | 2 | 16% | 6% | -12
Brc1ccc(-c2nc(-c3ccccc3)no2)o1 | 9 | 4% | 0% | -29
Clc1ccc2nc(N3CCNCC3)nc(-c3ccccc3)c2c1 | 11 | 65%[activator] | -3% | 91
O=C(NNC(=O)c1cc([N+](=O)[O-])ccc1Cl)c1cccs1 | 11 | . | 0% | ?
SMILES | IMPase inh | 15-hLO-2 inh | 12-hLO inh | PNC assembly inh
Cc1cc(/C=C(\C#N)C(=O)NCc2ccco2)c(C)[nH]1 | 3 | . | -6% | 25
Cc1c(-c2ccc(Br)cc2)nc2ccccn12 | -4 | . | 4% | -20
CSc1ccccc1C(=O)N1CCN(c2ccc(F)cc2)CC1 | 0 | -1% | -1% | 7
Cc1cccc(-n2c(CNC(=O)c3ccc(S(=O)(=O)N(C)C)cc3)nnc2SCC(=O)Nc2ccc(F)cc2)c1 | . | . | -1% | ?
COC(=O)[C@@]1(Cc2ccc(OC)cc2)[C@H]2c3cc(C(=O)N4CCCC4)n(CCn4cc([N+](=O)[O-])nc4C)c3C[C@H]2CN1C(=O)c1ccccc1 | . | 9% | 0%&-13% | 27
Cc1nn(C)cc1CNC(=O)Nc1ccc(Br)cc1Cl | 1 | 9% | -5% | 32
Cc1ccc(N2C=Nc3ccc(C)c4nc(C)cc2c34)cc1 | -6 | 2% | -3% | 4
O=C1C2CCCN2C(c2ccccc2F)N1c1cccc(Cl)c1 (stereo not given) | 6 | -5% | 0% | ?
COc1ccc(OC)c(C2C(C(=O)Nc3cccnc3)=C(C)NC3=C2C(=O)CCC3)c1 (stereo not given) | 1 | -4% | -1% | -18
CS(=O)(=O)c1ccc(Cl)c(C(=O)O)c1 | 12 | 10% | 0% | ?
Cc1ccccc1Nc1nc(N)nc(COC(=O)C2CCCCC2)n1 | . | . | -2% | 73
C=CCn1c(CCC(=O)O)ccc1-c1ccc(OC)cc1 | 0 | -7% | -27% | 11
O=C(NCCN1CCOCC1)c1cc(-c2ccco2)on1 | -3 | . | 9% | -28
C=CCOC(=O)CCC(=O)Nc1cccc2ccccc12 | -1 | -3% | -1% | 21
O=C(/C=C/Nc1ccc(F)cc1F)c1cccs1 | -10 | . | 1% | -23
Cn1c(N)c(C(=O)COC(=O)c2cccc(S(=O)(=O)N3CCCCC3)c2)c(=O)n(C)c1=O | -11 | . | -2% | ?
Brc1ccc(-c2nn3c(-c4ccco4)nnc3s2)o1 | ? | -11% | -21% | 14
Cc1ccc(C)c(NC(=O)Cn2c([N+](=O)[O-])cnc2C)c1 | 2 | . | 7% | ?
O=C(c1cccnc1)N1C2CCC1CC(O)(c1ccc(F)cc1)C2 (stereo not given) | -13 | 7% | -4% | 36
CCCCOC(=O)c1nc(Cl)c(Cl)c(N)c1Cl | -5 | . | 4% | 44
CCN(CC)c1ccc2cc(S(=O)(=O)c3ccc(Cl)cc3)c(=O)oc2c1 | . | . | 5% | 64
COCC(=O)N1CCC[C@@]2(CCN(C(=O)Nc3cccc(C#N)c3)C2)C1 | . | -1% | 6% | .
O=C(Cn1ncc2c(=O)oc3ccccc3c21)NCC1CCCO1 (stereo not given) | -1 | . | 5% | -119*
N#Cc1ccc(-c2ccc(Cl)cc2)nc1SCC(=O)c1cccc(Cl)c1 | -3 | -25% | -7% | -28
Cc1nnsc1C(=O)NC1CCCCC1 | 4 | -10% | -3% | -16
SMILES | IMPase inh | 15-hLO-2 inh | 12-hLO inh | PNC assembly inh
CC(=O)c1cc(-c2ccccc2)n(CCC(=O)NCc2cccs2)c1C | 9 | -4% | 1% | ?
COc1ccc(-c2cc(N)n(CCC#N)n2)c(OC)c1 | -1 | 6% | 11% | -6
COc1ccc(-c2nnc(SCC(=O)N3CCCCC3)o2)c(OC)c1 | 5 | -4% | -11% | 19
CCOC(=O)NC[C@H](Cc1ccc(OCCc2nc(-c3ccccc3)oc2C)cc1)N/C(C)=C\C(=O)c1ccc(C(F)(F)F)cc1 | . | 34%[activator] | -8% | .
O=C1CC(SCc2nc3ccccc3[nH]2)C(=O)N1c1ccc(F)cc1 (stereo not given) | 2 | -13% | -12% | ?
COc1ccc(NC(=O)c2cccc(C#N)c2)cc1NS(=O)(=O)c1ccc(F)cc1 | . | . | -7% | ?
NCCCNCCCCNCCCN | 0&0 | 39%&31%[activator] | -1%&4% | .
CC(C)n1nnnc1SCC(=O)NCc1cccs1 | 6 | 4% | 15% | 20
c1ccc2c3c([nH]c2c1)-c1[nH]ncc1CC3 | -22 | 34%[activator] | -4% | -3
CCOC(=O)C1CCN(C(=O)COc2ccc(Cl)cc2Cl)CC1 | 5 | -10% | -10% | -7
CC12CCC(C(=O)N(CSC(=S)N/N=C\c3ccccc3)C1=O)C2(C)C (stereo not given) | 8 | . | -19% | ?
Cc1cccc(C)c1NC(=O)CN1C(=O)S/C(=C\c2cccn2C)C1=O | 1 | -2% | -7% | ?
CCCCC(=O)Nc1ccc(C(=O)Nc2ccc(S(=O)(=O)N3CCCC3)cc2)cc1 | ? | 5%[2.29 µM] | 1% | 7
c1ccc2nc(N3CCCC3)c(N3CCCC3)nc2c1 | 14 | -2% | -3% | ?
Cc1ccc(NC(=O)CN(C)c2ccc(S(=O)(=O)N3CCN(C)CC3)cn2)cc1 | 2 | 12% | -1% | -1
CC(C)c1cccc(C(C)C)c1NC(=O)COc1nncc2ccccc12 | . | . | 1% | ?
COc1cccc(Cn2c(=O)c(C)nc3cnc(OCc4ccccc4)nc32)c1 | . | -3% | -6% | .
Cc1nc(OCc2ccccc2)c2sc3nc4c(cc3c2n1)COC(C)(C)C4 | -2 | -1% | -4% | 24
CCOCCCn1c(C)nc2c(c1=O)c1nc3ccccc3nc1n2CCC1=CCCCC1 | -4 | -19% | -2% | -6
CN(C)/N=C/c1ccc(Sc2ccc([N+](=O)[O-])cc2[N+](=O)[O-])o1 | . | . | -1% | 47
COCCCNC(=O)CC(NCCCOC)C(=O)O (stereo not given) | . | . | -2% | 52
O=C(CCC1CCCCC1)Nc1c2c(nn1-c1ccc(F)cc1)CS(=O)C2 (stereo not given) | -5 | -13% | 2% | 3
O=C1c2ccccc2C(=O)N1Cc1nc(-c2ccccn2)no1 | 22 | 6% | -11% | -20
C[C@@H](C(=O)NCc1cccc2ccccc12)[C@H]1C[C@]1(C)[C@H](NC(=O)OCc1ccccc1)c1ccccc1 | . | 2% | -20% | .
CSc1ccc(CCNC(=O)C2CCN(c3nnc(-n4cccc4)s3)CC2)cc1 | 6 | 4% | -3% | -27
SMILES | IMPase inh | 15-hLO-2 inh | 12-hLO inh | PNC assembly inh
COc1ccc(NC(=O)C2CC2)cc1-n1cnnn1 | 0 | -1% | -9% | 8
COC(=O)C1CCN(C(=O)c2ccccc2Oc2ccccc2)CC1 | 12 | -3% | 2% | -15
O=C(NC1CCCC1)C1CCCN1C(=O)Nc1ccccc1 (stereo not given) | -9 | 2% | 0% | -6
COc1ccc(NC(=S)NN(C)C(=S)Nc2ccc(OC)cc2)cc1 | . | . | -3% | -114*
C=CCSC1=N/C(=C\c2ccc3c(c2)OCO3)C(=O)S1 | -4 | -11% | -15% | -23
O=C(O)CN1C(=O)O[C@@H](c2ccccc2)C1=O | . | 0%[11.4 µM] | -3%[11.4 µM] | .
COc1ccc(CN2CCn3ncc(C(=O)Nc4cc(C)cc(C)c4)c3C2=O)cc1 | -6 | -10% | 0% | 7
COc1cc(O)c2c(c1)COC2=O | . | . | 0% | 34
Cc1cc(C(C#N)c2cccc(Cl)c2)n2ncnc2n1 (stereo not given) | 13 | -17% | 2% | 74
O=C(NCCc1ccccc1)c1cc2ncc(Br)cn2n1 | -10 | -3% | -1% | ?
Cc1cc(C)c(NC(=O)c2ccc(S(=O)(=O)N3CCOCC3)cc2)c(C)c1 | -5 | 1% | -2% | 24
S=c1[nH]ncc2ccccc12 | 1 | -5% | -2% | 13
O=C(OC1CCS(=O)(=O)c2sccc21)c1ccccc1 (stereo not given) | -2 | -4% | -9% | ?
COc1cc(/C=N/NC(=O)c2cnn3c(C)cc(-c4ccccc4)nc23)ccc1O | 3 | 4% | 1% | 55
CCCn1nnc(NC(=O)c2cc(Br)ccc2OC)n1 | ? | 3% | -1% | -11

By substructure: the compounds so far containing a cyano group.
SMILES | IMPase inh | 15-hLO-2 inh | 12-hLO inh | PNC assembly inh
Cc1cc(/C=C(\C#N)C(=O)NCc2ccco2)c(C)[nH]1 | 3 | . | -6% | 25
COCC(=O)N1CCC[C@@]2(CCN(C(=O)Nc3cccc(C#N)c3)C2)C1 | . | -1% | 6% | .
N#Cc1ccc(-c2ccc(Cl)cc2)nc1SCC(=O)c1cccc(Cl)c1 | -3 | -25% | -7% | -28
COc1ccc(-c2cc(N)n(CCC#N)n2)c(OC)c1 | -1 | 6% | 11% | -6
COc1ccc(NC(=O)c2cccc(C#N)c2)cc1NS(=O)(=O)c1ccc(F)cc1 | . | . | -7% | ?
Cc1cc(C(C#N)c2cccc(Cl)c2)n2ncnc2n1 (stereo not given) | 13 | -17% | 2% | 74

Only part of the results is shown; the hit share may differ from the screen's.
